Screening results from PubChem BioAssay.
MEX-5 binding – C. elegans MEX-5 TCR-2 RNA binding activity. activity score (negative = inhibition of binding), % at 10 µM. AID 1832. Q9XUB2. 0.38% of 300,000 active. MEX-5/FITC-TCR2 RNA binding, fluorescence polarization; active compounds read low;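 active means inhibition past about -25% in most replicates, and total fluorescence under double the plate's negative control median, limit read from the data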;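 further: 0% = DMSO and -100% = 5 µM competing unlabeled TCR2 RNA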
Target sequence (Q9XUB2 whole entry, looked up): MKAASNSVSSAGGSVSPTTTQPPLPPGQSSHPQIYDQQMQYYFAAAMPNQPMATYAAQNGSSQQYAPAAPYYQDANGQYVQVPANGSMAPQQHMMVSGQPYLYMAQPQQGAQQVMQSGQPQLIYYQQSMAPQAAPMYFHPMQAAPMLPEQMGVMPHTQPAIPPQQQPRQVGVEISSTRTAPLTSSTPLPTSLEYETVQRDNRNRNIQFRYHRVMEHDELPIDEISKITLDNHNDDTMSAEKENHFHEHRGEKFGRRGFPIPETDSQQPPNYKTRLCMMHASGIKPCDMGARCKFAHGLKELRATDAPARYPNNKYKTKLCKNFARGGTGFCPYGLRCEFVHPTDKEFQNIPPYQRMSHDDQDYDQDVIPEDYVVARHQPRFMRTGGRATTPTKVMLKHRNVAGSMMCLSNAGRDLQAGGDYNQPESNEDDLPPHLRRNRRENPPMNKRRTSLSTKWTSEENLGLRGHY
MCL1 BIM primary – inhibitors of human MCL1 binding to BIM-BH3 peptide; Q07820; GST-MCL1 / FITC-Bim-BH3 fluorescence polarization; inhibition, % at 10.9 µM; 0.68% of 320,000 active;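 active means inhibition above the mean inhibition of all tested compounds plus 3 SD, set per campaign, cut at about 40% in these data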;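 further: 0% = DMSO wells and 100% = unlabeled Bim-BH3 peptide control; higher means more loss of mP so more displacement of Bim peptide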
CIT2-GFP yeast – yeast TOR pathway CIT2-GFP modulation | GFP response vs DMSO, % at 10 µM | AID 2029 | 0.065% of 320,000 active | S. cerevisiae CIT2-GFP strain, flow cytometry, 3 h; 100 means same as DMSO wells;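 active means GFP response relative to DMSO above a set limit, near the screen mean plus 3 SD, cut at about 150% in these data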;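 further: ratio of well median GFP fluorescence to mean of DMSO wells on the plate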
VLA-4 inh – inhibition in a human VLA-4 binding assay; 0.2% of 330,000 active; VLA-4 expressing cells, ligand binding flow cytometry; inhibition, % (about 7 µM as worked out from the volumes in the protocol); AID 2557; P13612; in the data active means inhibition above about 50%
GLD-1 TGE inh – GLD-1-TGE RNA interaction inhibition (C. elegans); Q17339; purified GLD-1 + fluorescein TGE RNA, fluorescence polarization; inhibition, % at 5.96 µM; 0.44% of 320,000 active; AID 2280;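 active means percent inhibition above a per-plate cutoff, the plate mean of test compounds plus 3 SD, cut at about 30% in these data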;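 further: 0% = DMSO wells with GLD-1 and probe and 100% = wells lacking GLD-1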
Bcl-xL primary – blocks human Bcl-xL binding to Bim BH3 peptide; Q07817; GST-Bcl-xL / FITC-Bim BH3 peptide fluorescence polarization; inhibition, % at 10.9 µM; 0.7% of 320,000 active; AID 2129;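 active means inhibition above the mean of all tested compounds plus 3 SD, cutoff set per campaign, cut at about 30% in these data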;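 further: 0% = DMSO wells and 100% = unlabeled Bim-BH3 peptide competitor; inhibitors lower millipolarization by displacing the labeled peptide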
Target sequence (Q07817 whole entry, looked up): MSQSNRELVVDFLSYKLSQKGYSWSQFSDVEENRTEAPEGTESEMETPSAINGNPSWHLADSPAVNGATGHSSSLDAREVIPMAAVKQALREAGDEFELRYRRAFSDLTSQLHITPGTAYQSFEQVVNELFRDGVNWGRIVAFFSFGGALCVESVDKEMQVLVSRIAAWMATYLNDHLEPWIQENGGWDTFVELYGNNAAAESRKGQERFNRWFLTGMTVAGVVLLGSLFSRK
CR mimetic SO – caloric restriction mimetics inhibiting age-related superoxide in yeast; S. cerevisiae aged cells, superoxide DHE fluorescence; active compounds read low; 0.18% of 330,000 active; superoxide response (% of plate mean), % at 10 µM;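 active means superoxide response under a set limit, about three screen SD below normal, cut at about 65% in these data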;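 further: yeast aged for seven days with compound at 30 °C before DHE staining; 100% = average MFI of all compound-treated wells on the plate with controls excluded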
GRK2 aptamer HTS – blocks RNA aptamer binding to human GRK2; bead flow cytometry, FAM-aptamer displacement from GRK2; inhibition of aptamer binding, % at 10 µM; 0.59% of 330,000 active;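 active means inhibition of aptamer binding above 40%, roughly 3 SD of noise, on plates passing a quality check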;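 further: median bead fluorescence of bound FAM aptamer so fluorescent compounds give negative values; no value below 0 was filed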
AGP1-GFP MLPCN – alters AGP1-GFP fluorescence in TOR pathway yeast screen; S. cerevisiae AGP1-GFP multiplex flow cytometry, 3 h; GFP as percent of DMSO wells; GFP response vs DMSO, % at 10 µM; 0.02% of 320,000 active;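 active means GFP response relative to DMSO above a set limit, near screen average plus 3 SD, cut at about 150% in these data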;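 further: median GFP channel fluorescence of the gated AGP1 strain per well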
The depositor's hits bear a star; . = not tested or not shown.

entry	SMILES	CR mimetic SO	MEX-5 binding	CIT2-GFP yeast	GRK2 aptamer HTS	GLD-1 TGE inh
1	COc1ccc(OC)c(C2=Nn3c(nnc3C3CCCCC3)SC2)c1	101	-0.2	103	1	2
2	COc1ccc(C2N(c3ccc(OC)cc3)C(=O)C3CCCN32)cc1 (stereo not given)	104	-2.4	106	2	7
3	CC(c1ccccc1)N(NC(=O)C(O)(c1ccccc1)c1ccccc1)C(=O)c1ccccc1 (stereo not given)	93	-0.1	102	0	3
4	O=C(CCl)NCc1c(Cl)cccc1-n1cccc1	102	-0.3	97	2	3
5	CN(C)S(=O)(=O)c1cccc(NC(=O)CCCC2CCCCC2)c1	97	-2.8	102	1	1
6	Cc1ccc(S(=O)(=O)N(C)C)cc1NC(=O)c1cccs1	88	-1.3	112	3	6
7	O=S(=O)(NCC(c1cccnc1)N1CCN(Cc2ccccc2)CC1)c1cc(F)ccc1F (stereo not given)	101	2.7	109	0	8
8	CCOC(=O)N1CCN(S(=O)(=O)c2cccc3ccc(C)nc23)CC1	89	-4.2	104	2	12
9	N=C1C(c2nc(-c3cccc([N+](=O)[O-])c3)cs2)=C(O)CN1NC(=O)c1ccco1	121	1.0	104	0	8
10	COc1cccc(-c2cc(C(=O)Nc3cc(OC)c(OC)c(OC)c3)no2)c1	108	.	90	1	5

entry	VLA-4 inh	MCL1 BIM primary	AGP1-GFP MLPCN	Bcl-xL primary
1	-4	0	98	-1
2	-15	4	107	1
3	0	-7	98	-8
4	26	-1	99	3
5	5	7	97	3
6	-4	2	125	4
7	20	3	105	7
8	2	7	101	3
9	-1	13	103	12
10	5	2	93	4

Later entries:
entry	SMILES	CR mimetic SO	MEX-5 binding	CIT2-GFP yeast	GRK2 aptamer HTS	GLD-1 TGE inh
11	CCOC(=O)n1c(=O)n(C)c2ccc(Cl)cc21	103	1.3	89	1	2
12	CCOC(=O)c1c(NC(=O)CN2CCCCC2)sc(C)c1C	92	2.1	84	2	5
13	COc1cc2c(cc1NC(=O)C(C)Sc1ccc(NC(C)=O)cc1)oc1ccccc12 (stereo not given)	96	-1.2	111	0	3
14	Cc1cc(NC(=O)CCC(=O)N(CC(=O)NCC2CCCO2)c2ccc3c(c2)OCCO3)no1 (stereo not given)	83	2.4	90	0	-3
15	Cc1cc(S(=O)(=O)n2cnc3cc([N+](=O)[O-])ccc32)ccc1Cl	98	0.2	100	5	0
16	COc1ccccc1-n1cnc2c(c1=O)c1nc3ccccc3nc1n2CCc1ccccc1	104	-2.4	111	0	-5
17	O=C(CSc1nccc(=O)[nH]1)NC1CCCCCC1	99	.	106	2	-9
18	CCO[C@H]1OC(C(=O)NCc2ccccc2)=C[C@@H](c2ccc3c(c2)OCO3)[C@@H]1CCCO	108	-3.3	64	1	-3
19	CC(=O)Nc1ccc(NC(=O)CCn2nnc3ccccc32)cc1	100	-2.5	99	2	0
20	O=[N+]([O-])/C(C(=C(Cl)Cl)N1CCOCC1)=C1\NCCO1	100	-3.1	106	0	2

entry	VLA-4 inh	MCL1 BIM primary	AGP1-GFP MLPCN	Bcl-xL primary
11	25	-1	91	0
12	10	6	93	4
13	2	9	105	7
14	0	4	100	2
15	17	-4	100	5
16	-7	-10	87	3
17	12	.	97	.
18	13	-4	74	-4
19	-4	-3	101	6
20	11	30	104	5

Other results:
entry	SMILES	CR mimetic SO	MEX-5 binding	CIT2-GFP yeast	GRK2 aptamer HTS	GLD-1 TGE inh
21	O=C(Nc1ccccc1C(=O)Nc1ccc(Br)cn1)c1cccc([N+](=O)[O-])c1	105	-0.1	102	0	-6
22	Cc1cc(C)n(CC(O)COc2ccc3ccccc3c2)n1 (stereo not given)	100	1.4	84	0	-4
23	Cc1cccc(NS(=O)(=O)c2c(C)nc3scc(C)n3c2=O)c1	98	-0.5	103	1	-6
24	COC(=O)c1ccc(OCCn2cnc3ccccc3c2=O)cc1	90	-2.1	103	1	-3
25	Clc1ccc(C(c2ccccc2)N2CCNCC2)cc1 (stereo not given)	83	1.4	96	0	7
26	O=C1CN(c2nc(-c3ccccc3)c3cc(Br)ccc3n2)c2ccccc2N1	103	-2.8	103	0	3
27	O=c1cccc2n1Cc1cc3ccccc3nc1-2	105	0.4	100	2	-8
28	O=C(Cc1cccc(C(F)(F)F)c1)NCC(c1ccco1)N1CCCCC1 (stereo not given)	98	0.3	98	0	2
29	CN(C)c1c(F)cc(-c2nn[nH]n2)cc1F	100	-1.0	98	1	6
30	CC1CCc2sc(NC(=O)C3CC(Cl)=CCC3C(=O)O)c(C#N)c2C1 (stereo not given)	103	0.5	.	8	0

entry	VLA-4 inh	MCL1 BIM primary	AGP1-GFP MLPCN	Bcl-xL primary
21	-1	2	100	2
22	5	10	86	6
23	2	-7	96	3
24	-3	0	105	-3
25	2	14	101	7
26	-3	-4	97	-4
27	-9	-17	98	-8
28	-2	-3	100	0
29	-5	0	112	1
30	3	1	101	2

(list continues)
entry	SMILES	CR mimetic SO	MEX-5 binding	CIT2-GFP yeast	GRK2 aptamer HTS	GLD-1 TGE inh
31	CCOc1cc(CNC2CCCC2)cc(Cl)c1OCc1ccccc1	97	-2.3	98	0	6
32	COC(=O)c1ccc(CSc2nc3c(c(=O)n2-c2ccccc2)SCC3)o1	101	-3.6	101	9	1
33	COc1ccc(NCC(=O)N/N=C/c2c(C)nn(Cc3ccccc3)c2Cl)cc1	97	-0.5	62	3	4
34	COC(=O)c1c(NC(=O)c2cnccn2)sc2c1CCC2	95	.	102	2	3
35	N#CC1=C(N)Oc2cc(N)ccc2C1c1cccnc1 (stereo not given)	112	2.2	98	0	16
36	O=C1CC(N2C(=O)/C(=C/C=C/c3ccccc3)SC2=S)C(=O)N1c1ccccc1 (stereo not given)	120	-1.3	110	19	-14
37	N#CC1(NC(=O)COC(=O)c2cc([N+](=O)[O-])ccc2N2CCOCC2)CCCCC1	93	-1.2	103	0	3
38	COc1ccc(NC(=O)CN2C(=O)C(c3ccccc3)=NC23CCCCCC3)cc1	97	2.1	97	1	6
39	O=C(c1ccc(-c2cc(Cl)ccc2Cl)o1)N1CCOCC1	103	-0.8	105	1	-4
40	O=C(NCCCn1ccnc1)c1ccc(Br)s1	95	-0.5	90	0	.

entry	VLA-4 inh	MCL1 BIM primary	AGP1-GFP MLPCN	Bcl-xL primary
31	-1	5	96	8
32	-12	6	103	3
33	-1	8	64	3
34	-10	11	99	7
35	8	5	106	4
36	-9	-15	107	-1
37	10	-1	105	11
38	14	0	104	5
39	-1	-3	97	0
40	6	.	90	.

More structures follow.
entry	SMILES	CR mimetic SO	MEX-5 binding	CIT2-GFP yeast	GRK2 aptamer HTS	GLD-1 TGE inh
41	Cc1cccc(NC(=O)CN2CCN(C(=O)C3CCN(C(=O)/C=C/c4ccccc4)CC3)CC2)c1C	107	.	100	1	-3
42	CCOC(=O)C1=C(C)OC(N)=C(C#N)C1c1ccc(C)o1 (stereo not given)	113	0.4	100	0	-8
43	O=C(COC(=O)C1CCN(c2ccc(C(F)(F)F)cn2)CC1)Nc1ncc(Cl)cc1Cl	95	.	101	4	5
44	O=C(CN(C(=O)CNC(=O)c1cccs1)c1cccc(F)c1)NC1CCCCC1	99	2.7	97	0	-6
45	Cc1cc2ccccc2n1CCNC(=O)C1CCCC1	94	.	96	99*	17
46	O=C(O)CNC(=O)/C(=C\c1ccco1)NC(=O)c1ccco1	101	-3.7	100	2	.
47	Cc1c(Cl)cccc1NC(=O)CC1Oc2ccccc2NC1=O (stereo not given)	96	-0.6	99	4	-9
48	Cc1ccc(C(=O)Nc2ccc(C(=O)NCC3CCCO3)cc2)cc1 (stereo not given)	101	0.7	101	0	.
49	CCCC/C(O)=C1\C(=O)CC(C)(C)CC1=NCCCCCC(=O)O	103	1.7	100	3	0
50	COc1ccc(CN(C(=O)Cc2c[nH]c3ccccc23)C(C(=O)NC2CCCCC2)c2ccc(C)o2)cc1 (stereo not given)	91	2.7	105	2	1
51	CCOc1ccccc1N1CN(CC)CNC1=S	127	-2.9	89	0	-2
52	C/C(=N\NC(=O)c1nnn(-c2nonc2N)c1CN(C)c1ccccc1)c1cccnc1	88	0.8	96	0	-3

entry	VLA-4 inh	MCL1 BIM primary	AGP1-GFP MLPCN	Bcl-xL primary
41	1	0	103	-6
42	-7	5	101	4
43	1	11	98	3
44	5	-3	97	-6
45	-2	24	100	27
46	-1	.	98	.
47	-1	6	90	6
48	2	.	96	.
49	31	5	100	3
50	7	-3	105	2
51	6	10	102	2
52	-10	5	101	0
